cytoskel mod: modifiers of F-actin cytoskeleton organization, primary screen, imaging, HUVEC, phalloidin staining, high-content imaging. HUVEC TNFa F-actin phalloidin imaging. actives 0.18% (n = 91,000). AID 836, 2007. inhibition, % at 2 µM;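 active = inhibition above the batch mean plus 3 SD and confirmed as a hit by visual image inspection, cut at about 30% in these data, passing the limit was not always enough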; note: strong numbers were not always called active
HUVEC tox IL1B: cytotoxicity in IL-1B stimulated HUVEC, primary screen, cytotoxicity control for IL-1B NFkB translocation project, imaging, Hoechst nuclear count, IL-1B stimulus; actives 0.41% (n = 94,000); HUVEC cell count loss; cell count reduction, % at 2 µM; AID 845, 2007;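 active = cell count reduction more than 3 SD above the screen-wide mean, cut at about 70% in these data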;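 note: normalized per plate to untreated control cells as the no-loss baseline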
sEH inh: soluble epoxide hydrolase inhibitors, primary screen, biochemical, human sEH; AID 707, 2007; Bifunctional epoxide hydrolase 2 (Homo sapiens), P34913; inhibition, % at 2 µM; actives 0.34% (n = 91,000); recombinant human sEH enzymatic activity assay; in the data active = inhibition above about 80%; note: values of inactives mirror those of a sister screen read the other way; many of its hits are not listed in these tables
E coli WT exp: growth inhibitors of wild-type E. coli, primary screen, strain BW25113, expanded library, OD600. OD600 absorbance. growth inhibition, % at 100 µM. actives 0.15% (n = 98,000). AID 710, 2007;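 active = growth inhibition above about 50% at one test dose, limit read from the data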;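 note: growth measured after 20 h incubation at 37 °C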
PLK1 kinase inh: human PLK1 kinase inhibitors, primary screen, biochemical, TR-FRET; recombinant PLK1 kinase, TR-FRET peptide phosphorylation; actives 0.53% (n = 97,000); Serine/threonine-protein kinase PLK1 (Homo sapiens), P53350; inhibition, % at 10 µM;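 active = inhibition of 50% or more in the single-concentration screen; inactive = inhibition below 50%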;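 note: 0% = DMSO max control and 100% = H-89 dihydrochloride min control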
TNFa cytotox: cytotoxicity in TNFa-stimulated HUVEC, primary screen, cytotoxicity control for VCAM1 expression modulator project, imaging, Hoechst nuclei count; cell count reduction, % at 2 µM; actives 0.17% (n = 93,000); HUVEC TNFalpha-stimulated, Hoechst cell count;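 active = cell count reduction exceeding the screen mean by over 5 SD, scaled to untreated wells per plate, cut at about 78% in these data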;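 note: cells counted after 24 h of TNF alpha exposure following the 1 h pretreatment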
hDAT+cocaine: changed hDAT dopamine uptake under cocaine IC80, either direction, primary screen, cocaine antagonist project, cell-based, LLC-PK1 hDAT, [14C]-dopamine uptake, MLSMR. Sodium-dependent dopamine transporter (Homo sapiens), Q01959. LLC-PK1 hDAT cells, [14C]-dopamine uptake with cocaine IC80; actives deviate in either direction. B-score at 10 µM. actives 1.3% (n = 110,000). AID 449768, 2010;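 active = Z score or B-score, a plate-position-corrected score, falls beyond the plate's 99.7% confidence bounds, in either direction; inactive = both scores lie inside the 99.7% bounds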;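 note: scored against the spread of the other compound wells on the same plate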
Target sequence (Q01959 whole entry, looked up): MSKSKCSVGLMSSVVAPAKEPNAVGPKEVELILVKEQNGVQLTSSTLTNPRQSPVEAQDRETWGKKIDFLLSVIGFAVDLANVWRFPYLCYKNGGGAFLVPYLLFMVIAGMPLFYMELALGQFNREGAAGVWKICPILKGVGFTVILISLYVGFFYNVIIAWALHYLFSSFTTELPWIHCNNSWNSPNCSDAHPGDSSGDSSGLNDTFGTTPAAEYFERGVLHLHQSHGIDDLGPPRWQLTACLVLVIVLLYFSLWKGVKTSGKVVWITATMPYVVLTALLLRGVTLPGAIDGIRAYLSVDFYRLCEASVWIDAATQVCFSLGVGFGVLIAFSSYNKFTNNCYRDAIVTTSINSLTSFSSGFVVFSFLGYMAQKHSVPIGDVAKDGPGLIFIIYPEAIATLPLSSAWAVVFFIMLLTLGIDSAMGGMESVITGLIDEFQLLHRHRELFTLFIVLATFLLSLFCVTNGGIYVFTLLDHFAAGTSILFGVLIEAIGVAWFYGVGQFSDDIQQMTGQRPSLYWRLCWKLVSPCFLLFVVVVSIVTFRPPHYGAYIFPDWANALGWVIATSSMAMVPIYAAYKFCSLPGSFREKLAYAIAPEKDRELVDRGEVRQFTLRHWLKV
PLK1 PBD inh: Plk1 polo box domain binding inhibitors, primary screen, biochemical, fluorescence polarization | Serine/threonine-protein kinase PLK1 (Homo sapiens), P53350 | Plk1 PBD phosphopeptide binding | inhibition, %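 (tested at about 20 µM)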 | actives 0.13% (n = 97,000); in the data active = inhibition above about 34%, passing the limit was not always enough
VCAM1 TNFa inh: inhibitors of TNFa-induced VCAM1 expression, primary screen, imaging, HUVEC, TNFa stimulus, immunofluorescence. inhibition, % at 2 µM. HUVEC TNFa-induced VCAM-1 immunofluorescence, high-content imaging. AID 802, 2007. actives 0.48% (n = 95,000);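 active = inhibition above the batch mean plus 3 SD, with images confirmed as a hit by eye, cut at about 37% in these data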;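 note: 0% = TNF-stimulated DMSO wells and 100% = unstimulated control wells; not every result past the cut was called active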
* = called active by the depositor; / = not tested or not shown.

SMILES	cytoskel mod	HUVEC tox IL1B	sEH inh	E coli WT exp	PLK1 kinase inh	TNFa cytotox	hDAT+cocaine	PLK1 PBD inh	VCAM1 TNFa inh
Cc1ccc(C(=O)NC2(C(F)(F)F)N=C3SCCN3C2=O)cc1 (stereo unspecified)	1	-5	-1	7	-26	-3	-0.19	7	8
COc1ccc(C(=O)Nc2cccc(C)c2)cc1	-16	11	-1	1	-14	-1	0.91	3	2
CCN(CC)C(=O)CSc1nnc(-c2ccncc2)n1N	-1	-5	3	7	-2	-18	-0.41	3	8
COc1ccccc1-c1c(C)nn2c(N3CCC(C(N)=O)CC3)cc(C)nc12	9	-44	4	-1	-20	-20	0.34	7	4
CCCCCC(=O)Nc1nc(C)c(-c2csc(Nc3cc(Cl)ccc3C)n2)s1	10	-14	48	-7	9	-10	0.18	2	7
O=C(CC(=O)N1CCN(c2ccccn2)CC1)Nc1ccc2nc3n(c(=O)c2c1)CCCCC3	-5	-13	-4	-2	-6	8	0.2	-12	12
COc1cc(OC)c(-c2nn3c(-c4ccco4)nnc3s2)cc1OC	3	-9	-12	0	17	7	0.069	-10	2
CCOC(=O)c1cc(-c2ccc(OC)cc2F)nc2c1c(C)nn2CCC#N	11	6	/	-22	-12	8	-1	12	-34
O=C(NCCCN=C1NS(=O)(=O)c2ccccc21)c1ccc(S(=O)(=O)N2CCOCC2)cc1	6	4	12	8	-2	-3	-0.93	-3	9
O=C(Nc1ccc(CN2CCCCC2)cc1)c1ccc(Br)o1	7	-2	-10	11	-10	/	1.1	6	-22
Cc1cc(-c2c(C)[nH]n(-c3ccc(Cl)cc3)c2=O)n[nH]1	-13	-5	4	17	-13	-11	-0.39	-19	-4
Cc1ccsc1/C=C/c1ccc2cccc(O)c2n1	24	-155	-5	8	-5	-42	-2.3	2	20
O=C1c2cccc3cc(Br)cc(c23)C(=O)N1Nc1ccccc1	0	13	3	-2	-7	2	-0.72	44	12
CCCCSc1nc2c(=O)[nH][nH]c(=O)c2n1Cc1ccccc1	4	-50	4	/	-14	-1	0.63	1	4
Cc1ccc(-c2noc(C3CCCN(S(=O)(=O)c4ccc(S(=O)(=O)N(C)C)cc4)C3)n2)o1 (stereo unspecified)	-3	-48	17	-1	0	-12	0.21	-13	2
Cc1nn(-c2ccccc2)c(-c2ccccc2)c1C(=O)O	15	20	-2	-31	-11	-40	0.57	6	-7
CC(=O)Nc1cccc(Oc2cc(C#N)c(C#N)cc2N2CCCCCC2)c1	-12	-21	5	-14	-8	4	0.035	1	17
Cc1ccccc1NC(=O)N1CCCC(c2nc(-c3ccc(C(C)C)cc3)no2)C1 (stereo unspecified)	14	1	29	20	-1	-31	-1.7	17	7
N#Cc1cc(-c2ccccc2)nn1-c1ccccc1	10	10	-3	-4	-11	-3	1.2	-12	3
CCOc1ccccc1-n1c(CNc2ccc(F)cc2)nnc1SCC(=O)NCc1ccco1	16	16	7	/	-17	-23	0.79	-7	26
N#Cc1nc(-c2ccccc2F)oc1NCc1ccccc1	-2	18	-10	4	-211	23	-0.19	10	0
Cc1snc(SCC(=O)c2ccc(Cl)cc2)c1C#N	6	26	4	-4	-17	-13	0.17	3	-2
CC(C)C[C@H](NC(=O)Nc1ccc(S(N)(=O)=O)cc1)C(=O)O	-8	-40	15	8	-17	-5	1.4	5	4
CC(C)=C1C2CCC1C1C(=O)N(NC(=O)COc3ccc(Cl)c(C)c3)C(=O)C21 (stereo unspecified)	8	-17	13	2	-8	-14	-0.6	13	0
CCOC(=O)Cn1c(CN(Cc2ccccc2)Cc2ccccc2)nc2c1c(=O)n(C)c(=O)n2C	-9	4	/	-9	-6	-18	3.8*	17	-4
Cc1ccc(N2C(=O)C3C4C=CC(C4)C3C2=O)cc1C (stereo unspecified)	/	-78	3	0	3	-31	-0.07	-6	7
CN(Cc1ccncc1)C1CC(=O)N(c2ccc(Cl)cc2)C1=O (stereo unspecified)	-2	4	5	1	-1	-23	-0.27	12	-18
O=C(CSc1nnc(Cc2ccccc2)n1-c1ccccc1)NNC(=O)Cc1ccccc1	29	-57	-20	1	-10	-41	0.88	2	7
Cc1ccc(OCC(=O)Nc2ccc(-c3nc4ncccc4o3)cc2)cc1	-24	-20	-10	-7	-17	/	-8.8*	0	-63
Cc1cc(C(=O)Nc2sc3c(c2C#N)CCC(C)C3)cs1 (stereo unspecified)	-6	35	-15	-13	-16	20	-1.8	19	-35
COc1ccc(NC(=O)CSc2nccn2-c2cccc(OC)c2)cc1	39	13	-2	2	12	-16	-0.66	15	2
Cc1cc(C)cc(C(=O)n2cnnc2N)c1	3	10	6	6	5	-2	-0.96	-9	34
COc1ccccc1NC(=O)c1nn(-c2ccccc2)ccc1=O	-12	-8	-10	2	-13	12	0.21	-17	-4
CC(C)c1nc2ccccc2n1CCC(=O)O	-9	-38	2	0	-37	-16	-0.95	-14	8
CN(C)CCNC(=O)c1ccc(Cl)s1	-24	1	-24	-2	-7	44	-0.68	14	36
O=C(CSCc1c(Cl)cccc1Cl)NCc1ccco1	-21	12	-2	/	-13	-15	0.096	-5	-1
COC(=O)COc1cccc2c(=O)n(CC(=O)N3CCCc4ccccc43)ccc12	-12	6	-13	4	-21	-17	-0.27	6	6
O=C(COc1nc2ccccc2nc1N1CCOCC1)N1CCc2ccccc21	-26	-6	7	-8	-4	-10	-0.31	2	-12
CCN(CC)C(NC(=O)Cc1ccccc1)C(Cl)(Cl)Cl (stereo unspecified)	6	-76	-4	4	-13	-18	0.15	35	4
O=S(=O)(c1ccc(Cl)cc1)c1ccccn1	19	8	-4	5	0	-12	0.18	-26	2
CCc1c(C)[nH]n(CCC#N)c1=O	/	23	4	2	-2	3	-0.024	-12	13
O=C(c1ccccc1F)N1CCN(c2ccccc2)CC1	1	-8	-10	-1	-12	-2	0.55	-10	1
CC(C)=CCCC(C)N(C=O)C(C)CCC=C(C)C (stereo unspecified)	-10	11	-9	/	-8	4	-0.58	-3	37
Cc1nn(C)c(C)c1N1C(=O)c2cccc3c(Br)ccc(c23)C1=O	-15	-20	0	/	-6	0	-1.5	3	-3
COC(=O)c1ccccc1NC(=O)n1cc(C)cn1	-10	-29	/	-13	-4	-52	-0.053	13	14
COc1ccc2c(c1)-c1ccccc1S(=O)(=O)N2C	22	-19	-5	7	-6	0	0.02	5	-2
CCn1c2ccccc2c2cc(NC(=O)c3cccc(OC)c3)ccc21	6	-21	10	-23	-7	-16	0.86	-10	-2
COc1ccc(OC(=O)CCCN2C(=O)c3ccccc3C2=O)cc1	10	86*	2	-6	-12	-9	-0.76	11	23
CCOC(=O)CSc1nc2cc(C(=O)N3CCC(C(N)=O)CC3)ccc2c(=O)n1-c1ccccc1	-2	-172	2	-2	-17	-2	0.29	-8	23
CC(=O)C1(C)N(O)C(C)(C)C(c2ccco2)=[N+]1[O-] (stereo unspecified)	8	-5	12	9	-6	0	-2.1	3	14
O=C(Cc1cccs1)N(Cc1cccs1)C1(C(=O)NC2CCCCC2)CCCCC1	0	8	9	-5	-5	-19	-0.98	-7	4
Cc1c(C(=O)OCc2ccccc2)nnn1-c1nonc1N	-2	-27	/	-2	11	-20	0.61	7	8
COc1ccc(NC(=O)C(CC(C)C)NC(=O)c2ccccc2C)cn1 (stereo unspecified)	1	3	13	2	-9	9	-0.55	-23	9
COc1ccc(CN=Cc2[nH]c3ccc(Br)c(Cl)c3c2O)cc1	22	4	-14	4	-11	-6	/	-7	13
Cc1ccc(-n2nnc3c(=O)n(CC(=O)NCc4ccco4)cnc32)cc1	-3	-10	2	-15	-8	-13	-0.26	34	7
Cc1csc(NC(=O)COc2ccc3c(C)cc(=O)oc3c2)n1	-15	3	-15	3	-14	-11	-0.02	-21	-2
CN(C)c1ccc(NC(=O)c2ccc3nsnc3c2)cc1	-31	3	-6	-2	-5	16	-0.89	9	-21
Cc1ccc(NC(=O)CCC(=O)n2nc(C)cc2C)c(C)c1	2	2	-5	0	-8	-7	-2.2	-1	7
COc1cc(C2NC(=O)NC(C)=C2C(=O)OCc2ccc(C)cc2)cc(OC)c1O (stereo unspecified)	-4	-13	/	-9	-3	-19	0.93	7	2
COc1cccc(N(CC(=O)NCCSc2ccccc2)S(C)(=O)=O)c1	0	-23	0	-7	-15	-12	0.62	-4	10
(continued)
SMILES	cytoskel mod	HUVEC tox IL1B	sEH inh	E coli WT exp	PLK1 kinase inh	TNFa cytotox	hDAT+cocaine	PLK1 PBD inh	VCAM1 TNFa inh
CC(Nc1nc(N2CCCCC2)nc2ccccc12)c1ccccc1 (stereo unspecified)	-27	-19	8	25	-14	-11	-0.048	-32	14
Cc1nc2nc(-c3ccc(Cl)cc3)[nH]n2c(=O)c1C	3	8	6	-12	-12	-7	-0.21	0	20
Cc1ccc(/C=C/c2nnc(-c3cccc(C)c3)o2)cc1	1	-12	-13	-7	-7	0	-0.38	-26	-3
Cc1cccc(NC(=O)c2sc(Cl)nc2-c2ccccc2)c1	-2	-21	4	-10	-7	-12	-0.65	-17	1
Cc1onc(-c2ccccc2Cl)c1C(=O)N1CCN(c2ccccc2)CC1	-3	-31	0	5	-18	-4	-1.4	4	9
COc1ccc(NC(=O)CSc2nnc(-c3ccccc3)n2N)cc1	7	-43	-2	-4	-9	-25	1.1	-1	-2
CCCCNC(=O)COC(=O)c1cc(C)nc2ccccc12	4	-9	17	2	-8	-15	1.4	10	2
CCn1c(SCC(=O)Nc2cc(C)on2)nc2c(c1=O)SC(C)C2 (stereo unspecified)	2	21	0	0	1	3	-1.1	-14	-16
Cc1nc2cc(CO)ccc2n1C	-21	13	-2	-1	-3	9	1	-14	20
CCC(C(=O)NC1CCCC1)N(Cc1cccs1)C(=O)Cn1nnc(-c2ccc(OC)c(OC)c2)n1 (stereo unspecified)	-46	-24	6	/	-8	-4	0.61	-5	12
Fc1cccc(Cn2ccc(-c3ccc4c(c3)OCO4)n2)c1	/	/	/	4	-3	/	0.25	20	/
Cc1nnc(NC2=NCCC2)s1	4	-46	-8	3	-5	-38	-0.32	24	9
O=C(NC(NC1CCS(=O)(=O)C1)C(Cl)(Cl)Cl)c1ccc(Br)cc1 (stereo unspecified)	-9	-128	6	6	-10	-4	0.31	-1	3
CCOC(=O)N1CCN(Cc2nc(N)nc(Nc3ccc(C)cc3)n2)CC1	3	3	-16	-3	-13	-5	-0.98	-1	-12
Cc1cccc2cc(CN(Cc3ccccc3)C(=O)c3cccc(F)c3)c(Cl)nc12	-20	-8	10	-17	-15	-14	1.6	15	9
COc1cccc(OC)c1OCCCN1CCOCC1	12	-2	13	0	6	-47	-0.33	0	-13

The order is random; overall some 3.4% were active at least once.
